Screening results: PubChem, The Scripps Research Institute Molecular Screening Center
TDP2 absorb: blocks human TDP2 phosphodiesterase activity | O95551 | recombinant TDP2, T5PNP hydrolysis, p-nitrophenol absorbance 415 nm | inhibition, % at 12.8 µM | 370,000 tested, 0.34% active;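 active = inhibition above the mean of all tested compounds plus 3 SD, set per campaign, cut at about 25% in these data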;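 also: 0% = DMSO with enzyme and 100% = buffer with substrate but no TDP2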
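Read-out basis: percent inhibition. System: recombinant human TDP2. Buffer or medium: Mg2+-containing Tris-HCl buffer, pH 7.5. Repeats: single replicate. Timing: reaction 2 h, 37 °C. Benchmarks: high control without enzyme, low control DMSO plus TDP2. Probe or stimulus: 5 mM T5PNP. Doses: 12.8 µM only. Measured by: epi absorbance of p-nitrophenol freed from T5PNP by hydrolysis.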
TCR-CD3 inh: inhibitors of human TCR-CD3 interaction; TAMRA-labeled TCR probe fluorescence, biochemical; inhibition, % at 9.4 µM; 360,000 tested, 0.37% active; AID 651800; in the data active = inhibition above about 19%;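 also: recombinant mutant TCR 2C K166C tagged with TAMRA read by polarization; 0% = receptor in buffer alone and 100% = receptor with positive control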
UHRF1 MBD2 ctr: blocks human UHRF1 binding to methylated DNA. Q96T88. UHRF1 binding to methylated oligo, TR-FRET. inhibition, % at 4.4 µM. 370,000 tested, 0.75% active. AID 687016; in the data active = inhibition above about 21%;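 also: UHRF1 SRA domain binding a hemimethylated CpG hairpin DNA probe; 0% = median of test compound wells and 100% = reference inhibitor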
mABHD4 FP: inhibitors of mouse ABHD4. 370,000 tested, 0.54% active. inhibition, % at 8.92 µM. purified mABHD4, FP-Rh probe fluorescence polarization;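 active = inhibition exceeding the mean over every tested compound plus 3 SD, cut at about 30% in these data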;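 also: 0% = plate median of compound wells and 100% = S159A mutant with DMSO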
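assay system = mABHD4 protein | compound dosing = single nominal dose of 8.92 µM, 0.89% DMSO final | read-out basis = percent inhibition of probe binding, normalized to plate controls | schedule = Enzyme–compound pre-incubation 45 min, then probe 60 min, both 25 °C | detection = fluorescence polarization, excitation 525 nm, emission 598 nm, BODIPY TMR filters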
LEDGF integ inh: blocks HIV-1 LEDGF/p75-dependent DNA integration; inhibition, % at 3.7 µM; AID 743269; TR-FRET IN-LEDGF/p75 DNA integration, Eu/Cy5; 370,000 tested, 0.64% active;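 active = inhibition above the screen-wide mean plus 3 SD, cut at about 13% in these data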;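 also: signal is the Cy5 over europium emission ratio at 671 and 618 nm; 0% = plate median of compound wells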
PRMT1 FP inh: blocks human protein arginine methyltransferase 1. 370,000 tested, 1.3% active. inhibition, % at 2.79 µM. AID 652257. Q99873. recombinant PRMT1, activity-based probe fluorescence polarization;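 active = inhibition above about 21% made by adding two undisclosed values, limit read from the data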
DDE Tn7 FP inh: disrupts Tn7 cyclic peptide binding to fibrin D-Dimer-E complex; inhibition, % at 8.3 µM; 370,000 tested, 0.13% active; FP displacement of FITC-Tn7 peptide from fibrin DD(E); 0% = median of compound wells per plate; P02675;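 active = inhibition above the mean of compounds falling within the control limits plus 3 SD of them, cut at about 14% in these data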;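 also: 0% = plate median of compound wells and 100% = 10 µM Aha-Tn7 peptide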
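Assay system: human fibrin DD(E) protein / Input: 2 µM fibrin DD(E) / Benchmarks: high control of 10 µM Aha-Tn7 peptide / Measured by: fluorescence polarization of the labelled Tn7 tracer / Medium: Tris buffer with calcium and detergent, pH 7.8 / Timing: 10 min compound pre-incubation, 3 h probe incubation at room temperature / Repeats: one replicate per compound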
HTRA1 inhibitor: inhibitors of human serine peptidase HTRA1. recombinant HTRA1, FP-rhodamine activity-based probe, fluorescence polarization. inhibition, % at 5.96 µM. Q92743. 340,000 tested, 0.5% active; in the data active = inhibition above about 36%;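 also: 0% = enzyme with DMSO and 100% = wells lacking enzyme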
Target sequence (Q92743 whole entry, looked up): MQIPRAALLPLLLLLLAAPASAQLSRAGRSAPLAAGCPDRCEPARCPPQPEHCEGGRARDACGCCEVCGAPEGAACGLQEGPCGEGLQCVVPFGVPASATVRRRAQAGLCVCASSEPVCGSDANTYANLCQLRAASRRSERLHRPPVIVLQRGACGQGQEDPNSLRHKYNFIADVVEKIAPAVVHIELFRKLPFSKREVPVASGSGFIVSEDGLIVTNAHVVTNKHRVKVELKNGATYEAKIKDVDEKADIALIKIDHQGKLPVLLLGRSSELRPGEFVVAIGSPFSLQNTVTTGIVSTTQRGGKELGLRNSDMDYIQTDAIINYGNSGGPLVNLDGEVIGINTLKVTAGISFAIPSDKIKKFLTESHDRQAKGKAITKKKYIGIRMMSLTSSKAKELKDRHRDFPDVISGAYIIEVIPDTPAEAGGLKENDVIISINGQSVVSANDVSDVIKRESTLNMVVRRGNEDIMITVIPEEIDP
PG9 Ab binder: PG9 antibody binding by small molecule | TR-FRET gp120-PG9 antibody binding | inhibition, % at 6.7 µM | 360,000 tested, 0.43% active | AID 624416; in the data active = inhibition above about 8.5%
SIAE primary: human SIAE inhibition, primary screen | SIAE FP-Rh probe binding, fluorescence polarization | 370,000 tested, 0.69% active | inhibition, % at 9.66 µM | AID 1053197;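 active = inhibition above a cutoff: mean of compounds within the control limits plus 3 SD of those, cut at about 17% in these data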;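 also: 0% = plate median of compound wells and 100% = probe without SIAE protein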
Target sequence (Q9HAT2 whole entry, looked up): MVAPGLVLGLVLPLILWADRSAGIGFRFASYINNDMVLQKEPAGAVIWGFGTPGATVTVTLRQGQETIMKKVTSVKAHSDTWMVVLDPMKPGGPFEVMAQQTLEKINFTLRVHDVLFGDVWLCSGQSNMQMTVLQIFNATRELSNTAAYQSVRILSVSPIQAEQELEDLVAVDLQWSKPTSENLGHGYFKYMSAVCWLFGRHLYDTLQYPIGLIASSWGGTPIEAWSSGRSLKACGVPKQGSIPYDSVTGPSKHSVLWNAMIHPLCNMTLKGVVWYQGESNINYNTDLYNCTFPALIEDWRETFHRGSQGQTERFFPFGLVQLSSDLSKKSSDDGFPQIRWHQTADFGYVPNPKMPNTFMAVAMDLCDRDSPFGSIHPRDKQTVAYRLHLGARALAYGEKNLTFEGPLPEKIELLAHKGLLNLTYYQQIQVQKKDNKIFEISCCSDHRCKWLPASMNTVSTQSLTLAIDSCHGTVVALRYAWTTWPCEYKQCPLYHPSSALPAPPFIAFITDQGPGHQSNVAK
The depositor's hits bear a star; nt = not tested or not shown.

SMILES	TDP2 absorb	TCR-CD3 inh	UHRF1 MBD2 ctr	mABHD4 FP	LEDGF integ inh	PRMT1 FP inh	DDE Tn7 FP inh	HTRA1 inhibitor	PG9 Ab binder	SIAE primary
CC(Oc1ccc(Cl)cc1)C(=O)NCCCn1ccnc1 (stereo not given)	1	-8	2	1	1	3	0	3	-0.9	7
CC(Oc1ccc(Cl)cc1Cl)C(=O)NNC(=O)c1cccnc1 (stereo not given)	18	4	0	0	4	-3	-4	4	-1.3	12
C(=C\c1ccccc1)/CN1CCN(Cc2ccc3c(c2)OCO3)CC1	-4	3	1	7	1	2	-6	-7	-0.8	-2
CC(C)(C)c1nn(-c2ccccc2)c2[nH]c(=O)c(C=O)cc12	11	1	-3	1	-1	-4	-2	-5	-0.7	-2
CC1(C)CC(=O)C(C2(O)C(=O)N(Cc3ccccc3)c3ccccc32)CO1 (stereo not given)	-6	-5	-1	4	0	2	-4	7	-2.1	-2
COc1ccc2[nH]cc(CCNC(=O)Cc3c(F)cccc3Cl)c2c1	-13	-10	3	-11	2	8	-1	3	1.0	1
C1CCC(NC2=NCCC2)CC1	-6	-1	1	5	-2	0	-3	10	-0.2	7
CCOC(=O)CC1C(=O)NCCN1C(=S)NC(=O)c1ccc(C)c(Br)c1 (stereo not given)	0	-2	-1	1	-2	-2	-4	1	0.2	5
Cc1ccc(CCN2CC(C(=O)NC3CCCCC3)CC2=O)cc1 (stereo not given)	-10	-1	1	1	-2	-2	-3	0	-0.8	-9
O=C(NCCOC(=O)c1ccc(C(=O)OCCNC(=O)c2ccccc2)o1)c1ccccc1	4	-2	-2	0	3	-2	1	3	0.3	-3
O=C1c2cccnc2C(=O)N1Cc1ccc(Cl)cc1	-4	4	0	-8	-3	-2	-6	-5	0.5	-7
CCS(=O)(=O)C(C)(CCl)C(=O)Nc1ccc(C(=O)OC)cc1 (stereo not given)	14	10	0	-4	-2	-1	-7	3	-1.2	17
O=S(=O)(Nc1ccccn1)c1cc(Cl)ccc1Cl	2	7	2	-3	-2	-2	-4	3	-0.3	-5
O=C1NC(=O)C2(N1)C(=O)c1cccc3cccc2c13 (stereo not given)	10	61*	-57	78*	1	139*	4	23	4.8	5
CCCN1CCN(C(=O)c2oc3ccccc3c2NC(=O)COc2ccc(OC)cc2)CC1	12	-3	-3	1	-3	1	5	-4	1.1	4
O=C(O)c1cc2ccccc2c(=O)s1	-15	-3	3	-11	0	-2	-3	2	-1.6	-2
COc1ccc(NC(=O)c2cc(F)cc(F)c2)cc1Cl	-1	4	-1	0	0	1	2	-26	0.8	2
CCC1C(=O)N=C(SCC(=O)Nc2ccc(Br)cn2)NC1=O (stereo not given)	7	0	1	-1	1	10	5	-3	-0.7	3
COC1OC2COC(c3ccccc3)OC2C(=O)C1NC(=O)c1ccccc1 (stereo not given)	-2	5	-2	3	0	-1	-3	6	1.4	3
O=C(Nc1nnc(Cc2ccc([N+](=O)[O-])cc2)s1)c1ccc2c(c1)OCO2	9	6	-1	-3	2	0	-5	1	-1.8	1
CCN(c1cccc(C)c1)S(=O)(=O)c1ccc2c(c1)CCCN2C(C)=O	6	3	1	0	0	1	5	-1	0.1	-1
Cc1c(C(=O)NCc2nnc(-c3ccccc3)o2)oc2c(F)cccc12	4	12	0	2	3	-5	6	-17	-1.1	2
C#CCOCCOCCOCCNc1nc(N2CCN(C(=O)[C@H](CCC(=O)O)n3cc(C(N)Cc4ccc(O)cc4)nn3)CC2)nc(N2CCN(C(=O)[C@H](CCC(=O)O)n3cc(C(N)Cc4ccc(O)cc4)nn3)CC2)n1 (stereo not given in full)	-8	8	3	3	-1	-1	1	nt	-0.2	-1
CCn1cc([N+](=O)[O-])c(C(=O)N2N=C(c3ccc4ccccc4c3)CC2c2ccccc2O)n1 (stereo not given)	1	7	-5	-76	1	-1	5	-104	-2.5	-96
CCOc1ccc(-c2nnn(CC(=O)NCc3ccc4c(c3)OCO4)n2)cc1	-8	-4	6	-12	-1	3	-5	1	1.4	-21

Ordered by length of the SMILES (ascending): some entries from above
SMILES	TDP2 absorb	TCR-CD3 inh	UHRF1 MBD2 ctr	mABHD4 FP	LEDGF integ inh	PRMT1 FP inh	DDE Tn7 FP inh	HTRA1 inhibitor	PG9 Ab binder	SIAE primary
C1CCC(NC2=NCCC2)CC1	-6	-1	1	5	-2	0	-3	10	-0.2	7
O=C(O)c1cc2ccccc2c(=O)s1	-15	-3	3	-11	0	-2	-3	2	-1.6	-2
O=S(=O)(Nc1ccccn1)c1cc(Cl)ccc1Cl	2	7	2	-3	-2	-2	-4	3	-0.3	-5
COc1ccc(NC(=O)c2cc(F)cc(F)c2)cc1Cl	-1	4	-1	0	0	1	2	-26	0.8	2
CCC1C(=O)N=C(SCC(=O)Nc2ccc(Br)cn2)NC1=O (stereo not given)	7	0	1	-1	1	10	5	-3	-0.7	3
COc1ccc2[nH]cc(CCNC(=O)Cc3c(F)cccc3Cl)c2c1	-13	-10	3	-11	2	8	-1	3	1.0	1
CCS(=O)(=O)C(C)(CCl)C(=O)Nc1ccc(C(=O)OC)cc1 (stereo not given)	14	10	0	-4	-2	-1	-7	3	-1.2	17
CC(C)(C)c1nn(-c2ccccc2)c2[nH]c(=O)c(C=O)cc12	11	1	-3	1	-1	-4	-2	-5	-0.7	-2
CCOc1ccc(-c2nnn(CC(=O)NCc3ccc4c(c3)OCO4)n2)cc1	-8	-4	6	-12	-1	3	-5	1	1.4	-21
CCN(c1cccc(C)c1)S(=O)(=O)c1ccc2c(c1)CCCN2C(C)=O	6	3	1	0	0	1	5	-1	0.1	-1
CC1(C)CC(=O)C(C2(O)C(=O)N(Cc3ccccc3)c3ccccc32)CO1 (stereo not given)	-6	-5	-1	4	0	2	-4	7	-2.1	-2
CCCN1CCN(C(=O)c2oc3ccccc3c2NC(=O)COc2ccc(OC)cc2)CC1	12	-3	-3	1	-3	1	5	-4	1.1	4
O=C(Nc1nnc(Cc2ccc([N+](=O)[O-])cc2)s1)c1ccc2c(c1)OCO2	9	6	-1	-3	2	0	-5	1	-1.8	1
CCn1cc([N+](=O)[O-])c(C(=O)N2N=C(c3ccc4ccccc4c3)CC2c2ccccc2O)n1 (stereo not given)	1	7	-5	-76	1	-1	5	-104	-2.5	-96

(next part)
SMILES	TDP2 absorb	TCR-CD3 inh	UHRF1 MBD2 ctr	mABHD4 FP	LEDGF integ inh	PRMT1 FP inh	DDE Tn7 FP inh	HTRA1 inhibitor	PG9 Ab binder	SIAE primary
Cc1ccccc1-c1noc(-c2ccc(O)cc2)n1	-21	-2	2	-57	3	-3	-8	-37	-4.3	-18
CC12CCC(C(=O)Nc3cccc(Cl)c3)(C(Br)C1=O)C2(C)C (stereo not given)	3	1	-1	-2	0	0	-3	-18	-1.7	-5
Cc1cccc(-n2ncc3c(NCc4ccc5c(c4)OCO5)ncnc32)c1	-8	6	1	-3	2	-4	-12	-61	-2.6	0
COc1ccc(NC(=O)CSc2nc(N)c(NC(=O)c3cccs3)c(=O)[nH]2)cc1	9	3	-1	-2	4	-6	3	5	1.2	3
COC(=O)CN1C(=O)N/C(=C/c2cc(Cl)c(OC)c(OC)c2)C1=O	-8	-3	2	-3	1	-5	-9	2	-3.2	1
Cc1ccccc1C(=O)Nc1c(C)[nH]c(=O)[nH]c1=O	17	0	0	-6	-2	-3	3	7	-1.5	-1
Cc1cc(=O)n2[nH]c(SCc3c(F)cccc3Cl)nc2n1	-7	5	-3	-3	2	-4	-281	7	-0.2	-3
Cc1ccc(-c2nc3cnccn3c2Nc2ccc3c(c2)OCCO3)o1	-2	-4	-2	1	-2	27*	2	11	-4.7	5
O=C(Nc1cccc(Oc2ccc(C(=O)O)c(C(=O)O)c2)c1)c1ccc(-c2ccccc2)cc1	-8	1	-4	-37	9	0	0	-70	1.0	-14
O=C(c1cn(-c2ccccc2)nc1-c1cccs1)N1CCN(c2ccc(F)cc2)CC1	1	8	-3	-8	-1	-3	-4	-47	-4.2	-2
CCSc1nc2ccc(C)cc2cc1C#N	-11	-6	1	-4	-1	4	-3	2	-0.7	-10
CCC(C(=O)Nc1nccs1)(C(F)(F)F)C(F)(F)F	12	7	1	-1	-1	-3	-1	-1	-3.1	2
O=C(O)CCCCCNC(=O)OCC1c2ccccc2-c2ccccc21	-10	-16	-3	-1	1	-1	1	-7	0.6	9
CCCCN1C(=N)N([C@@H](CCC)CN2CCC[C@H]2CN2C(N)=NC[C@H]2C(C)C)C[C@H]1[C@H](C)CC	-3	2	8	12	2	5	3	7	0.5	6
COc1ccc(S(=O)(=O)N2CCOCC2)cc1NC(=O)/C=C/c1ccccc1	-15	-12	1	-15	-5	6	0	-13	1.0	-15
COc1ccc(C2CC(=O)C(C=NCCN3CCOCC3)=C(O)C2)cc1 (stereo not given)	-6	-5	0	-8	-1	3	5	-3	-0.9	-3
Cc1ccc(NC(=O)CN(C)C(=O)CSc2nncn2C)cc1	1	4	1	0	-2	-1	0	-5	-1.3	2
CCCNS(=O)(=O)c1ccc(OCC(=O)N2CCC(C(=O)OCC)CC2)cc1	9	-5	-2	-1	0	-3	-1	1	0.1	6
CN=C(Nc1cccc(Cl)c1)SC1CC(=O)N(c2ccc(OC)cc2)C1=O (stereo not given)	4	4	-3	-15	1	-4	5	nt	0.2	-7
COc1cc(OC)cc(-c2c(Sc3ccccc3)c3cc(-c4ccc(OC)c(F)c4)ccc3n2C)c1	-11	1	0	-4	3	-1	0	nt	8.2	3
Cc1cccc(/C=N/NC(=O)c2cccc(NC(=O)c3ccccc3)c2)n1	-2	-3	1	-9	-2	0	3	-32	-2.4	2
COc1ccc(CC2(CO)CCN(Cc3ccc(OC(F)(F)F)cc3)CC2)cc1	-11	3	0	2	-2	0	0	1	-1.1	-3
Oc1cccc(C=NNc2ccccn2)c1	10	0	1	3	2	-2	5	-3	-3.4	2
CCCCNC(=O)CNC(=O)c1cccs1	-7	10	2	1	-5	-1	1	3	-0.9	-5
COc1ccc(OC)c(/C=C/C(=O)Nc2cccc(S(=O)(=O)N3CCCC3)c2)c1	-3	-2	0	-39	-5	3	-1	-31	2.0	-1
CC1CCCC(C)N1C(=O)CSc1nnc(NC(=O)Cc2cccs2)s1 (stereo not given)	3	-1	-2	-1	4	-3	-1	1	1.4	6
Cc1ccc(N2CC(C(=O)OCC(=O)NNC(=O)c3ccccc3)CC2=O)cc1 (stereo not given)	-19	-10	0	-4	3	-2	5	2	-2.2	1
